NCI-60 one-dose screen, 48 h, at 10 µM unless noted. Numbers give growth in % (100 = growth as untreated, 0 = no growth, -100 = all killed).
SK-OV-3 = SK-OV-3 ovarian cancer cells | 80,000 compounds, 3.2% hits | AID 1794785
TK-10 = TK-10 renal cancer cells. 81,000 compounds, 3.9% hits
UO-31 = UO-31 renal cancer. 81,000 compounds, 5.2% hits
786-0 = 786-0 renal cancer cells. 81,000 compounds, 5.1% hits. AID 1794775
IGROV1 = IGROV1 ovarian cancer | 79,000 compounds, 4.7% hits | AID 1794786
OVCAR-4 = OVCAR-4 ovarian cancer cells | 80,000 compounds, 3.7% hits
SN12C = SN12C renal cancer cells; 81,000 compounds, 3.8% hits; AID 1794767
OVCAR-5 = OVCAR-5 ovarian cancer | 82,000 compounds, 2.9% hits | AID 1794783
Active calls of the source: *; · = no result given; & = joins results of further samples. Rule for the calls: active = growth percent below 10; inactive = the rest.

SMILES	SK-OV-3	TK-10	UO-31	786-0	IGROV1	OVCAR-4	SN12C	OVCAR-5
C[N+](C)=c1ccc2nc3c(cc(NCCCNc4cc5oc6cc(=[N+](C)C)ccc-6nc5c5ccccc45)c4ccccc43)oc-2c1	90.1	114.6	45.1	-68.5*	19.1	-100.0*	-25.5*	68.5
Oc1ccc(CCc2ccccn2)cc1	103.0	98.2	95.2	113.0	108.4	108.9	81.1	87.1
N#Cc1c(NC(=O)CN(Cc2ccccc2)Cc2ccccc2)sc2c1CCCC2	·	102.2	87.0	95.8	90.9	84.6	89.0	100.8
O=C1Nc2ccc(Cl)cc2/C1=C/c1cccc(OCc2ccccn2)c1	4.0*	10.5	8.3*	-14.4*	0.1*	4.2*	-50.6*	-45.2*
COc1ccc(-c2nc(SC)nc(Cl)c2C#N)cc1	87.4	108.0	90.0	108.9	95.1	101.2	99.7	103.5
CC(C)COC(=O)NC1c2ccccc2Oc2ccccc21	86.4	112.1	73.6	100.1	84.9	100.8	95.7	98.7
C=CCn1c(SCC(=O)Nc2ccc(C(=O)/C=C/c3ccc(C)cc3C)cc2)nnc1-c1c[nH]c2ccccc12	104.4	105.7	69.0	106.9	78.5	91.4	88.5	98.0
Cc1ccc2ncc(-c3nnn(-c4ccc(Cl)cc4)c3C)c(C(=O)O)c2c1	85.7	105.3	77.6	100.5	91.3	111.7	83.0	90.9
O=C(Nc1ccc(Br)cc1)Nc1cccc(Cl)c1	109.0	101.8	80.0	100.1	98.3	80.2	84.3	118.4
CC(=O)OCCOCCOC(C)=O	95.8	104.7	88.8	104.6	107.9	106.4	100.2	100.9
C=C(C)[C@@H]1CC[C@]2(CO)CC[C@]3(C)[C@H](CC[C@@H]4[C@@]5(C)C=C(C#N)C(=O)C(C)(C)[C@@H]5CC[C@]43C)[C@@H]12	37.9	36.2	-8.8*	14.8	24.1	26.9	8.1*	36.3
C/C=C\C1=NCCN1CCO	106.3	94.1	102.3	100.7	98.3	118.7	97.4	94.4

A few values from the entries so far:
Value of `C[N+](C)=c1ccc2nc3c(cc(NCCCNc4cc5oc6cc(=[N+](C)C)ccc-6nc5c5ccccc45)c4ccccc43)oc-2c1` under TK-10: 114.6
Value of `C=C(C)[C@@H]1CC[C@]2(CO)CC[C@]3(C)[C@H](CC[C@@H]4[C@@]5(C)C=C(C#N)C(=O)C(C)(C)[C@@H]5CC[C@]43C)[C@@H]12` under TK-10: 36.2
Value of `CC(=O)OCCOCCOC(C)=O` under TK-10: 104.7
Value of `O=C1Nc2ccc(Cl)cc2/C1=C/c1cccc(OCc2ccccn2)c1` under 786-0: -14.4*
Value of `COc1ccc(-c2nc(SC)nc(Cl)c2C#N)cc1` under OVCAR-4: 101.2

Next part
SMILES	SK-OV-3	TK-10	UO-31	786-0	IGROV1	OVCAR-4	SN12C	OVCAR-5
O=[N+]([O-])c1ccc(S(=O)(=O)N2CCN(C3=NS(=O)(=O)c4ccccc4N3c3ccccc3)CC2)cc1	101.9	118.0	76.8	96.7	97.0	99.8	114.2	95.0
CC(=O)Nc1cc2c(cc1Br)-c1ccc(F)cc1C2	94.9	112.2	44.3	109.4	77.0	92.7	86.4	100.8
COc1cc(C=Nc2oc(-c3ccccc3)c(-c3ccccc3)c2C#N)cc(CN2CCN(c3ccccc3)CC2)c1O	122.4	118.5	67.9	100.1	86.0	102.4	104.8	98.9
CC(C)(C)c1cc(NC(=O)Nc2ccc(-c3cn4c5c(sc4n3)CCc3c[nH]cc3-5)cc2)no1	33.7	65.2	7.9*	-29.4*	38.0	49.0	44.2	47.7
CC(C)(C)c1ccc(NCc2cn(-c3ccc(C(=O)O)cc3)nc2-c2cc(C(F)(F)F)cc(C(F)(F)F)c2)cc1	95.3	119.5	80.1	87.0	94.0	87.5	84.7	95.5
COc1ccc(C2CC(=O)c3c(O)c(OC)c(OC)c(OC)c3O2)c(O)c1 (stereo not given)	42.9	73.1	54.2	47.2	46.3	48.9	47.4	54.2
CC(=O)CC(=O)N1CCOCC1	105.3	106.5	78.2	112.9	104.3	120.7	99.6	100.8
C#C[C@]1(O)CC[C@H]2[C@@H]3CC=C4c5sc(-c6cccc(Br)c6)nc5CC[C@]4(C)[C@H]3CC[C@@]21C	95.9	97.7	62.6	51.9	102.1	100.2	96.3	75.5
Cc1[nH]c(C2CC(c3ccccc3)=NN2C(=O)C2CCC2)c(C)c1C(=O)NCC(F)(F)F (stereo not given)	101.8	145.4	82.1	96.9	93.2	103.8	99.7	103.0
O=[N+]([O-])c1ccc(/C=N/Nc2nnc(-c3ccncc3)o2)cc1	96.3	111.7	81.1	99.2	106.6	90.6	103.8	105.0
N#CSc1ccc(O)c2ccccc12	90.7	99.3	72.8	109.6	99.3	101.6	101.8	104.8
c1ccc2cc(Cn3cc[n+](Cc4ccc5ccccc5c4)c3)ccc2c1	33.2	8.1*	70.6	52.2	-2.7*	0.6*	18.2	43.0
O=C(CSc1nc2sc3c(c2c(=O)n1-c1ccc(Cl)cc1)CCCC3)Nc1nc(-c2ccc(Br)cc2)cs1	107.2	98.0	74.1	96.2	84.9	97.5	96.0	89.4
O=C1NC(=O)/C(=C/c2ccc(Cl)c(Cl)c2)N1	90.4	92.0	76.9	82.4	89.8	85.5	82.3	72.7
O=C(O)CCc1ccc(O)c(O)c1	110.7	·	94.2	104.6	101.3	109.0	103.2	93.2
CCOC(=O)/C(O)=C(\C#N)c1ccc(C(C)C)cc1	114.0	119.9	90.2	99.0	113.0	96.5	100.5	103.9
COc1ccc2c(ccc[n+]2[O-])c1	102.2	108.5	96.8	107.8	115.5	·	103.4	103.7
Cc1ccc(/C=N/Nc2nc3c([nH]2)c(=O)n(C)c(=O)n3C)cc1	112.5&112.4	89.6&92.5	103.2&101.2	96.6&89.5	90.8&122.9	106.4&116.8	103.9&102.1	105.1&113.0
N=C(N)c1ccc(-c2ccc(-c3cc(Cl)cc(Cl)c3)o2)o1	-59.0*	-76.3*	-68.1*	-61.9*	-52.5*	-76.3*	-67.6*	-72.2*
Cc1nc2sccn2c1-c1nnc(SCC(C)C)o1	102.4	126.7	67.7	82.3	89.4	86.0	88.4	90.5
COc1ccc(/C=N/NC(=O)COc2cc(=O)[nH]c3cc(C)ccc23)cc1	108.0	100.5	91.9	101.3	100.7	107.3	97.2	103.5
CC(C)=C[C@@H]1CC2Cc3ccc(Cl)c(C)c3N1O2 (stereo not given in full)	94.2	96.2	67.4	105.2	94.0	89.7	100.9	87.6
O=C(O)c1ccc2c(C(=O)O)cccc2c1	93.9	101.7	80.1	100.1	107.6	106.2	97.5	94.5
COc1c(F)cccc1/C=C/C(=O)/C=C(/C=C/c1cccc(F)c1OC)OB(F)F	120.3	118.8	87.7	98.0	104.8	100.1	97.8	108.8

Profiles as entered above. Values in the order: SK-OV-3, TK-10, UO-31, 786-0, IGROV1, OVCAR-4, SN12C, OVCAR-5
`COc1ccc2c(ccc[n+]2[O-])c1` as listed: 102.2, 108.5, 96.8, 107.8, 115.5, ·, 103.4, 103.7
`CC(C)COC(=O)NC1c2ccccc2Oc2ccccc21` as listed: 86.4, 112.1, 73.6, 100.1, 84.9, 100.8, 95.7, 98.7
`C#C[C@]1(O)CC[C@H]2[C@@H]3CC=C4c5sc(-c6cccc(Br)c6)nc5CC[C@]4(C)[C@H]3CC[C@@]21C` as listed: 95.9, 97.7, 62.6, 51.9, 102.1, 100.2, 96.3, 75.5
`O=C1NC(=O)/C(=C/c2ccc(Cl)c(Cl)c2)N1` as listed: 90.4, 92.0, 76.9, 82.4, 89.8, 85.5, 82.3, 72.7

More records.
SMILES	SK-OV-3	TK-10	UO-31	786-0	IGROV1	OVCAR-4	SN12C	OVCAR-5
COc1ccc(-c2nc(/C=C3/C(=O)Nc4ccccc43)c3ccccn23)cc1OC	79.4	71.3	78.8	84.4	70.5	76.4	95.0	111.0
OC(CN1CCCCC1)c1ccc2c3c(cccc13)CC2 (stereo not given)	100.0	107.4	74.3	101.9	97.3	106.0	99.8	99.8
COc1nc2c(c(=O)n1C)CN(c1ccccc1)C(C)=N2	73.6	180.3	75.1	108.3	102.6	97.5	99.7	108.2
COC(=O)C1(CC(C)=O)NC(=S)NC(=O)C1C#N (stereo not given)	117.4	103.2	92.2	104.6	110.7	117.3	101.2	107.3
C/C(=C(/C)C1CC1CCN(C(=O)c1ccc([N+](=O)[O-])cc1)S(=O)(=O)c1ccc(C)cc1)c1ccc(-c2ccccc2)cc1 (stereo not given)	100.1	108.1	85.7	95.4	100.2	88.3	87.8	96.6
Cc1nc(C)c(CSC2N=C(c3ccccc3)c3cnn(-c4ccccc4)c3N2)nc1C (stereo not given)	86.0	122.4	71.2	100.6	80.0	91.1	85.1	99.9
CC1=C(O)C(=O)C(C(C#N)(C#N)C(C#N)C#N)C1 (stereo not given)	99.0	105.5	94.3	106.1	101.6	107.1	100.2	108.8
Cc1cc(=O)c(C(=O)N[C@@H](C(=O)N[C@@H]2C(=O)N3C(C(=O)O)=C(CSc4nnnn4C)CSC23)c2ccc(O)cc2)c[nH]1 (stereo not given in full)	114.4	102.2	83.4	100.5	107.2	110.4	106.8	101.1
Cc1cc(NC(=O)c2ccccc2)nc(C)n1	102.1	122.6	91.9	89.1	99.2	86.6	105.1	99.6
COc1ccc2c(c1)CC/C(=C\c1ccc(OCC(=O)Nc3nc4ccccc4s3)cc1)C2=O	103.6	112.2	22.2	92.3	·	101.8	88.3	87.8
Cn1c(SCC(=O)c2ccc(Cl)cc2)nc2ccccc2c1=O	99.8	118.8	68.5	92.4	85.5	77.0	100.6	100.8
NS(=O)(=O)c1ccc(CCN2C(=O)C=CC2=O)cc1	109.7	89.7	84.5	106.1	104.4	97.7	109.8	105.7
NS(=O)(=O)c1nnc(Nc2nc3ccccc3s2)s1	101.6	108.9	87.0	94.9	112.1	112.5	90.7	106.4
COc1ccc(-c2cc(-c3cccnc3)nc3sc4c(=O)[nH]c(-c5ccc(Cl)cc5)nc4c23)cc1OC	95.2	103.7	78.1	89.2	90.3	87.9	89.5	98.2
Cc1ccc(C(C)C)cc1OCO	107.0	108.1	90.8	105.6	114.3	105.4	110.3	106.7
NS(=O)(=O)c1ccc(Nc2nc(Nc3ccccc3)nc(N3N=C(c4ccc(Cl)cc4)CC3c3ccc([N+](=O)[O-])cc3)n2)cc1 (stereo not given)	95.7	128.7	72.2	78.7	85.5	83.6	93.0	85.9
COc1ccc(/C=C\[C@H]2O[C@@H](C)[C@H](O)[C@@H]2O)cc1	·	95.8	83.8	·	110.8	·	103.9	115.4
C=CC(=O)N1CCC=C(c2cc3c(N[C@H](C)c4ccccc4)ncnc3[nH]2)C1	-6.7*	-5.9*	20.5	43.6	14.5	45.4	29.3	49.8
CN1C(=O)C(C2Sc3ccccc3NC2=O)SC1=S (stereo not given)	97.2	112.5	68.1	102.5	42.4	98.2	101.1	91.2
CCOC(=O)c1c(N2CCCC2)[nH]c(=O)c(C=Nc2ccc(Cl)cc2)c1O	103.9	106.5	82.0	91.9	44.0	91.2	97.0	103.4
CC1CN(C2CCCCC2)C(=O)NC1=O (stereo not given)	107.0	101.4	82.0	109.6	110.4	116.3	92.1	104.7
Oc1ccc(Br)cc1/C=N/NC(=S)NC12CC3CC(CC(C3)C1)C2	39.7	27.9	-2.2*	54.8	5.6*	36.9	20.1	46.9
O=C(CN1CCN(c2cc(=O)n(-c3ccccc3)c3ccccc23)CC1)Nc1cccc(C(F)(F)F)c1	77.3	74.4	33.0	80.5	60.7	19.9	75.9	91.8
Cc1cc(=O)n(C(=O)COc2ccc3c(C)c(C)c(=O)oc3c2)[nH]1	96.8	86.9	72.1	99.1	92.8	81.8	80.8	106.0
CN(C)c1ccc(-c2nc(SCC(=O)NCCc3ccc(S(N)(=O)=O)cc3)[nH]c(=O)c2C#N)cc1	60.0	97.9	104.6	99.2	102.2	109.2	103.4	106.1
CCCCCN1C=C/C(=C\C(=O)N(C)c2ccc(C(F)(F)F)cc2)c2ccccc21	96.9	102.9	72.6	95.4	93.0	90.3	90.2	100.6
O=C(O)c1ccc(NCn2nc(-c3cc(-c4ccccc4)nc4ccccc34)oc2=S)cc1	102.9	105.2	80.0	95.9	98.6	92.3	101.1	101.9
CC(C)CC(CC(C)C)NCCO	95.4	106.8	97.7	110.7	99.2	111.5	107.2	99.3
CC(C)c1ccc(S(N)(=O)=O)cc1	88.6	87.3	99.2	92.6	104.8	104.7	99.5	102.5
O=C(Nc1cccc(-n2cc(-c3ccncc3)c(-c3cc(O)cc(Cl)c3)n2)c1)Nc1ccc(Cl)c(Cl)c1	13.2	·	-41.3*	-72.1*	26.0	10.7	14.9	-2.3*
O=C(CSc1nnc(-c2cc(-c3ccc(Cl)cc3)nc3ccccc23)o1)c1ccccc1	92.0	83.1	80.4	94.8	99.4	99.1	95.1	87.9
O=C(c1ccccc1)c1c(/C=C/c2ccccc2)nc2ccccc2c1/C=C/c1ccc(Cl)cc1	99.8	102.1	75.0	·	99.7	97.1	94.4	103.2
Cc1ccc(-n2ncc3c(=O)n(-c4cccc(C)c4)c(=O)[nH]c32)cc1	107.0	105.4	73.3	101.2	108.6	96.5	103.5	104.7
O=C1C=C(OCC=C(Cl)Cl)C(=O)c2ccccc21	102.4	121.7	59.0	94.9	75.6	15.9	84.5	116.2
CCOC(=O)c1c(NC(=O)NCCc2c[nH]c3ccccc23)sc2c1CCCC2	·	111.1	58.7	99.5	94.8	100.1	98.5	96.0
Nc1ccc(N)c2c1C(=O)c1ccccc1C2=O	78.2	84.1	60.0	95.4	74.2	82.0	96.3	85.1
CCCS(=O)(=O)Nc1ccc(OCc2nnc(-c3ccccc3)o2)c(F)c1	109.4	117.8	82.6	98.1	96.0	·	95.1	97.0
COc1c(O)cc2c(c1CC=C(C)C)OC(=O)c1c(cc(O)c(CC=C(C)C)c1O)O2	86.7	42.0	45.1	19.3	69.6	43.8	10.4	72.0
Oc1cc(OCc2ccccc2)ccc1-c1[nH]ncc1Oc1ccccc1	105.0	94.6	84.5	104.3	104.3	105.6	95.0	96.6
O=S(=O)(O)c1ccc2c3c(ccc(Cl)c13)CC2	96.4	82.6	83.0	84.0	103.7	99.2	103.3	96.6

Bioassay records (PubChem)
